RmlCD inh 1536 = blocks M. tuberculosis RmlC and RmlD coupled enzymes. AID 1533. RmlC+RmlD coupled enzyme assay, percent inhibition; primary screen in compound mixtures. inhibition, % at 3.6 µM. 0.03% of 160,000 active; in the data active = inhibition mostly above about 34%, no sharp cut-off; also: some results filed as inactive read as strong as hits
Target sequence (P9WH09 whole entry, looked up): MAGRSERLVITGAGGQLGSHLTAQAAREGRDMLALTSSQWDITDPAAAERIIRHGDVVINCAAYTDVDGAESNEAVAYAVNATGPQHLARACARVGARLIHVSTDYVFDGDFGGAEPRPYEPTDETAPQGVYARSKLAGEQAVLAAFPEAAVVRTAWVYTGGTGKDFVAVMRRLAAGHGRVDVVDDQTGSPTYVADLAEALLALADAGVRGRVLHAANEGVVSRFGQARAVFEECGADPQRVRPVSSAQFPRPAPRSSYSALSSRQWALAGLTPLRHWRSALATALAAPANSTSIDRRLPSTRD
Target sequence (P9WH11 whole entry, looked up): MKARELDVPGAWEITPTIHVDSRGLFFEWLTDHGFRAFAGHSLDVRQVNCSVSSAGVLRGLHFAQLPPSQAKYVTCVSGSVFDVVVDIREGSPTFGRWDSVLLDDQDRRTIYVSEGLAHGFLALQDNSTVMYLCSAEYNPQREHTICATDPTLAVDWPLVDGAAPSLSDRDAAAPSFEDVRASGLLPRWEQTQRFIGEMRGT
M. tuberculosis GlmU = inhibition of mycobacterial GlmU enzyme – biochemical, glucosamine-1-phosphate acetyltransferase (AID 1376) | one-dose inhibition, %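 (tested at 30 µM in the primary screen)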; IC50 in µM for titrated hits | 0.25% of 220,000 active | M. tuberculosis GlmU acetyltransferase enzyme assay; higher % means a stronger effect; in the data active = inhibition above about 13%;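 also: 0% = complete reaction with vehicle and 100% = reaction without substrate; strong numbers were not always called active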
* = called active by the depositor; · = not tested or not shown; & = joins results of further samples. Only part of the results is shown, so the mix of outcomes need not match the whole.

SMILES | RmlCD inh 1536 | M. tuberculosis GlmU
CCOc1ccc(NC(=O)c2ccc(OC)cc2)cc1 | 13 | -0.9%
CCOC(=O)c1c(NC(=O)C2c3ccccc3Oc3ccccc32)sc(C(=O)N(CC)CC)c1C | -4 | 1.0%
CCNC(=O)COC(=O)c1csc2c1CCCC2 | · | -4.3%
C=CCSc1nnc(NC(=O)CSc2nc(CCC)cc(=O)[nH]2)s1 | -2 | 1.3%
Cc1nn(-c2ccccc2Cl)c2sc(C(=O)Nc3nnc(C4CC4)s3)cc12 | -10 | -3.0%
c1ccc(-c2onc3cc4c(cc23)OCCO4)cc1 | 41 | 9.1%
Cc1ccc(C)c(NC(=S)NC(NC(=O)OCc2ccccc2)C(Cl)(Cl)Cl)c1 (centres undefined) | · | 1.4%
CCCC1=C(C(=O)OCC)C(c2cccnc2)n2nc(C)nc2N1 (centres undefined) | -2 | -0.3%
NS(=O)(=O)c1ccc(CNC(=O)C2CCCCC2)cc1 | 6 | 1.3%
Cc1ccc(/C=N/n2c(C3CCCCC3)n[nH]c2=S)o1 | · | 1.2%
CC1=C(C)[N+](=O)C2CCCCC2N1[O-] (centres undefined) | -2 | -2.3%
O=C(Nc1ccc(NC(=O)c2sc3ccccc3c2Cl)cc1)c1ccco1 | 10 | -2.7%
CCCNC(=O)c1ccc(Cl)cc1Cl | 0 | 0.0%
CCN(Cc1ccncc1)C(=S)NCc1ccccc1 | 10 | 0.2%
Cc1nnc(SCc2ccc(Cl)cc2)nc1/C=C/N(C)C | 7 | -2.9%

Looked up by compound from the entries so far (two):
SMILES | RmlCD inh 1536 | M. tuberculosis GlmU
Cc1ccc(/C=N/n2c(C3CCCCC3)n[nH]c2=S)o1 | · | 1.2%
c1ccc(-c2onc3cc4c(cc23)OCCO4)cc1 | 41 | 9.1%

Carrying on.
SMILES | RmlCD inh 1536 | M. tuberculosis GlmU
O=C(Nc1ccc(Cl)c(Cl)c1)Oc1ccc(NC(=O)c2ccco2)cc1 | · | 0.3%
CC(=O)C1=C(C)NC(=O)NC1c1cc(Br)ccc1OCC(N)=O (centres undefined) | · | 2.1%
Cc1cccc(NC(=S)NC2CCN(Cc3ccccc3)CC2)c1C | 0 | -7.0%
CCCCCC(=O)NCc1c(C(F)(F)F)nn(C)c1N1CCOCC1 | · | -1.3%
CCOc1ccc(NC(=O)CN2C(=O)/C(=C3\SC(=S)N(C4CCS(=O)(=O)C4)C3=O)c3ccccc32)cc1 (centres undefined) | -1 | -1.2%
NC(=O)[C@H]1CC2(CC(c3cccc(NC(=O)[C@H]4CCC(=O)N4)c3)=NO2)CN1C(=O)c1ccccc1C(=O)c1ccccc1 (some centres undefined) | · | -0.9%
O=C(COc1ccc(F)cc1)Nc1nnc(-c2ccncc2)s1 | -4 | -1.2%
CCn1ncc(Br)c1C(=O)Nc1ccc(C(=O)OC(C)C)cc1 | 9 | -3.4%
COc1ccc(N2CCN(C3CC(=O)N(C)C3=O)CC2)cc1 (centres undefined) | · | -0.1%
CC1=Nc2ccc3ccccc3c2C1(C)C | 6 | 3.0%
CC(NC(=O)Nc1ccc([N+](=O)[O-])cc1)C(c1ccccc1)N1CCOCC1 (centres undefined) | 8 | 5.2%
CCOC(=O)CN1CC23C=CC(O2)C(C(=O)Nc2ccc(OC)cc2OC)C3C1=O (centres undefined) | · | -0.3%
O=C(CN1C(=O)c2cccc3cccc(c23)C1=O)N1CCN(c2ccccn2)CC1 | -34 | -0.9%
Cc1cc(=O)[nH]c(SCC(=O)Nc2ccccc2C)n1 | 5 | 0.3%
CCOc1cccc(OCCOCCN(C)Cc2ccccc2)c1 | · | -0.2%

6 compounds from above, sorted by molecular weight, ascending:
SMILES | RmlCD inh 1536 | M. tuberculosis GlmU
CC1=Nc2ccc3ccccc3c2C1(C)C | 6 | 3.0%
CCOc1cccc(OCCOCCN(C)Cc2ccccc2)c1 | · | -0.2%
CCn1ncc(Br)c1C(=O)Nc1ccc(C(=O)OC(C)C)cc1 | 9 | -3.4%
CCOC(=O)CN1CC23C=CC(O2)C(C(=O)Nc2ccc(OC)cc2OC)C3C1=O (centres undefined) | · | -0.3%
CCOc1ccc(NC(=O)CN2C(=O)/C(=C3\SC(=S)N(C4CCS(=O)(=O)C4)C3=O)c3ccccc32)cc1 (centres undefined) | -1 | -1.2%
NC(=O)[C@H]1CC2(CC(c3cccc(NC(=O)[C@H]4CCC(=O)N4)c3)=NO2)CN1C(=O)c1ccccc1C(=O)c1ccccc1 (some centres undefined) | · | -0.9%

(more compounds)
SMILES | RmlCD inh 1536 | M. tuberculosis GlmU
COc1ccc2cc(CCNC(=O)c3c(-c4ccccc4Cl)noc3C)c(=O)[nH]c2c1 | -7 | -6.5%
CC(NCc1cccn1C)c1ccccc1 (centres undefined) | · | -1.5%
CN1Cc2c(N3CCOCC3)nc(SCc3ccccc3)c(C#N)c2CC1(C)C | · | -0.1%
O=C(Cn1c(N2CCN(C/C=C/c3ccccc3)CC2)nc2ccccc21)c1ccccc1 | -7 | -3.2%
COC(=O)c1cccc(NC(=O)c2cccs2)c1C | · | 10%
CC(C)(C)[C@H]1C=C(C(=O)Nc2ccccc2)O[C@@H](OCc2ccc(CO)cc2)C1 | · | 0.8%
Cc1nc2c(nnn2Cc2ccccc2)c(=O)[nH]1 | 4 | -0.2%
CCCNc1ncnc2nc[nH]c12 | 3 | 5.0%
COc1ccc2nc(C)cc(SCC(=O)Nc3c(C)cccc3C)c2c1 | -7 | -5.4%
CN(C)CCCNC(=O)CCc1nc2ccccc2c(=O)[nH]1 | · | 2.5%
C/C(NC1CCCCC1)=C(/C#N)C(=O)NCCN1CCOCC1 | · | -1.7%
COc1cc(C2C3=C(CCCC3=O)Nc3ccc4ncccc4c32)ccc1O (centres undefined) | 4 | -6.8%
COc1cc(C(=O)Nc2nnc(SC)s2)c([N+](=O)[O-])cc1OC | · | 0.3%
O=S(=O)(c1cccs1)N1CCN(CC(O)COc2cccc(Br)c2)CC1 (centres undefined) | · | -1.2%
O=C1NCN(c2ccccc2)C12CCNCC2 | -4 | 1.8%
O=C1CC(Sc2cccs2)C(=O)N1c1ccccc1 (centres undefined) | · | -1.5%
Cc1ccc(N(CC(=O)NC2CCCCCC2)S(=O)(=O)c2c(C)nn(C)c2C)cc1 | · | 0.1%
O=C(Nc1nc2c(s1)CCCC2)C1CCCN1C(=O)c1cccs1 (centres undefined) | 16 | 2.1%
Clc1ccc(-c2noc(CN(Cc3ccccn3)CC3CCCO3)n2)cc1 (centres undefined) | -8 | 2.1%
N#Cc1ccc(C(c2nnnn2CCc2ccccc2)N2CCCCCC2)cc1 (centres undefined) | · | 1.9%
Cc1ccccc1OC(=O)Cn1c(C(F)(F)F)nc2ccccc21 | -7 | ·
COc1cccc(/C=N/NC(=O)c2ccc(COc3ccc(Cl)cc3Cl)o2)c1 | 21 | 2.1%
O=C(CCCN1C(=O)c2ccccc2C1=O)N1CCOCC1 | · | 8.4%
Cc1ccc(S(=O)(=O)N2CCC(=O)N(CCOC(=O)Nc3ccc(C)c(C)c3)CC2)cc1 | · | -4.2%
O=C(NCc1ccccc1)NC1(C(=O)N2CCN(c3ncccn3)CC2)CCCCC1 | -10 | -5.7%
CSc1nc2c(c(=O)[nH]1)C(c1cccs1)C1=C(CCCC1=O)N2 (centres undefined) | -1 | 1.1%
Cc1cc(C)n2nc(SCC(=O)N(C)c3c(N)n(Cc4ccccc4)c(=O)[nH]c3=O)nc2n1 | 3 | 3.4%
Cc1ccc(N2CC(C(=O)O)CC2=O)cc1 (centres undefined) | -8 | 1.0%
CCOC(=O)c1ccc(C(=O)OCC)nc1 | -4 | -8.0%
O=P(OC1CCCCC1)(OC1CCCCC1)C(Nc1ccccc1)c1cccnc1 (centres undefined) | 3 | -1.6%
C=CCc1c(O)nc(SCC(=O)c2ccccc2)[nH]c1=O | · | 5.8%
CC1CCN(C(=O)CN(C2CCCCC2)S(C)(=O)=O)CC1 | 8 | 2.8%
O=C(NCc1ccccn1)c1ccc(N2CCCC2=O)cc1 | 8 | -2.9%
CCN1CCN(c2cc(C)c3cc(NC(=O)c4cc(OC)cc(OC)c4)ccc3n2)CC1 | -7 | -6.3%
Cc1nc(C(C)N(C)Cc2nc(Cc3ccccc3F)no2)c(C)s1 (centres undefined) | · | -1.1%
COc1cc(CNC(C)(C)C)cc(Br)c1OCc1cccs1 | 1 | -2.8%
COc1ccc(C(=O)OCC(=O)NC(=O)CCSc2ccccc2)cc1 | -9 | 1.4%
Cc1ccc(C(=O)N/C(=C\C=C\c2ccccc2)C(=O)NCc2ccco2)cc1 | 5 | 3.1%
O=C(O)c1ccccc1NC(=S)NC(=O)c1sc2ccccc2c1Cl | 10 | 4.7%
CCC1CCCCN1C(=O)CCc1nnc(Cc2c[nH]c3ccccc23)o1 (centres undefined) | 9 | 8.3%
Cc1nc2c(sc3nc4c(cc32)COC(C)(C)C4)c(=O)o1 | 26 | 1.2%
CCC(C)(C)NC(=O)C(c1ccc(C)o1)N(C(=O)c1csnn1)c1cccc(F)c1 (centres undefined) | · | 4.8%
O=C(c1cncc(Br)c1)N1CCc2ccccc2C1 | · | -0.3%
CCn1nc(CC(=O)Nc2nnc(CC(=O)N3CCOCC3)s2)c2ccccc2c1=O | 30 | 2.8%
CCCOc1ccc(C(=O)Nc2ccc(C)cc2[N+](=O)[O-])cc1 | -13 | -5.7%
COc1ccc(N(CC(=O)NCc2ccc3c(c2)OCO3)S(=O)(=O)c2c(C)nn(C)c2C)cc1 | -8 | 3.9%
Cc1cc(C)n(/N=C\c2c(O)ccc3ccccc23)c(=O)c1C(N)=O | -6 | -2.3%
COC(=O)/C(=C\Nc1ccc(Cl)c2ccccc12)c1ncc(C(F)(F)F)cc1Cl | 2 | 3.3%
CCN(CC(=O)Nc1ccccc1C(=O)OC)S(=O)(=O)c1ccc(OC)cc1 | · | 1.4%
Oc1ccccc1-c1nc(NCc2ccco2)c2ccccc2n1 | · | 5.9%
O=C(NCCSc1ccccc1)c1ccco1 | -12 | 1.2%
Cn1c(SCC(=O)NNC(=O)Cc2ccccc2)nc2ccccc2c1=O | -11 | 5.2%
CC(C)CC(CC(C)C)=NNC(=O)c1ccc2c(c1)OCO2 | -6 | 6.8%
Cc1nc2c(o1)CCc1ccccc1C2N1CCN(C)CC1 (centres undefined) | 3 | 6.7%&1.4%
COc1cc(OC)cc(C(=O)Nc2ccc(-n3cnnn3)c(C)c2)c1 | · | -1.6%
O=C(NC1CC1)C1=C[C@@H](c2ccccc2)C[C@@H](OCCCCO)O1 | · | -1.1%
COc1ccccc1C(=O)N/N=C(\C)c1ccc(NC(=O)C2CC2)cc1 | 0 | 1.5%
CCOC(=O)c1ccc(S(=O)(=O)N2CCN(C3CCCC3)CC2)cc1 | -7 | 1.8%
O=C(CN1CCC(n2nnc3cc(C(F)(F)F)ccc32)CC1)Nc1ccc2c(c1)CCC2 | · | 2.7%
O=C(O)CNc1ccc(S(=O)(=O)C(F)(F)F)cc1[N+](=O)[O-] | 2 | -0.2%
Next structures
SMILES | RmlCD inh 1536 | M. tuberculosis GlmU
CCN(CC)S(=O)(=O)c1cccc(-c2nnc(SCC(=O)NC)n2CCc2ccccc2)c1 | -7 | 2.4%
OCCSc1nc(-c2ccccc2)nc2c1CCC2 | 8 | -7.1%
COc1cc(C(=O)NCC(c2ccccc2)N(C)C)ccc1OCC(=O)N1CCOCC1 (centres undefined) | -4 | -1.6%
COC(=O)N/N=C(\C)c1ccccc1OC(F)F | · | 1.5%
Cc1ccc(Nc2nc(N)c([N+](=O)[O-])c(N3CCC(C)CC3)n2)cc1C | -6 | 0.3%
CNC(=O)C(NC(=O)CNC(=O)c1ccc(Cl)cc1)C(C)(C)C (centres undefined) | 5 | -6.3%
Cc1ccc2nc(-c3ccc(NC(=O)COC(=O)c4ccc([N+](=O)[O-])o4)cc3)sc2c1 | -7 | 3.0%
CCCCN(CCCC)CCNC(=O)CSCc1ccc(C)cc1 | 3 | -1.6%
O=S(=O)(c1ccc(Cl)c(Cl)c1)c1snnc1-c1ccccc1 | 5 | -2.9%
CC(NC(=O)c1cccc(F)c1)C(c1cccs1)N1CCN(C)CC1 (centres undefined) | -2 | -5.9%
COCC(=O)N(Cc1cc2ccc(C)cc2[nH]c1=O)c1ccc(OC)cc1 | -3 | -3.9%
OC1CCN(c2cc(-c3ccccc3)nc3cc(-c4ccc(F)cc4)nn23)CC1 | 18 | -3.7%
CCCNC(=O)c1c(N)n(-c2cc(OC)cc(OC)c2)c2nc3ccccc3nc12 | -5 | 4.2%
O=C(CSc1nnc(Cc2ccccc2)o1)NC1CCCCC1 | · | 1.8%
COc1ccc(CNc2nc3ccccc3n2C)c(O)c1 | -7 | 4.6%

Continued; the last 3 above are carried over.
SMILES | RmlCD inh 1536 | M. tuberculosis GlmU
CCCNC(=O)c1c(N)n(-c2cc(OC)cc(OC)c2)c2nc3ccccc3nc12 | -5 | 4.2%
O=C(CSc1nnc(Cc2ccccc2)o1)NC1CCCCC1 | · | 1.8%
COc1ccc(CNc2nc3ccccc3n2C)c(O)c1 | -7 | 4.6%
Cc1cc(F)ccc1N1CCC(N2CCN(CCC(C)C)C(CCO)C2)CC1 (centres undefined) | 12 | 2.5%
CCC(C)(C)NC(=O)Cc1ccccc1OC | · | -2.1%
COc1ccc(OC)c2[nH]c(=O)c(CCNS(=O)(=O)c3ccc(Cl)cc3)cc12 | 29 | ·
CCOC(=O)c1ccc(NC(=O)NC2CC3CCC(C2)N3Cc2nnnn2Cc2ccco2)cc1 (centres undefined) | 7 | -0.9%

Compound activity: PubChem BioAssay, several laboratories
